High-throughput results from PubChem.
FadD28 FP inh: inhibitors of Mycobacterium tuberculosis FadD28 bisubstrate binding. FadD28 bisubstrate probe binding, fluorescence polarization. inhibition, % at 12.5 µM. 0.22% of 360,000 active. AID 588549; in the data active means inhibition above about 8.5%, passing the limit was not always enough; inconclusive means no clear call, values can overlap the other calls
PfHsp40 rescue: compounds rescuing yeast from Plasmodium falciparum HSP40 toxicity; S. cerevisiae expressing PfHsp40, growth rescue, ATP luminescence; growth rescue, % at 12.5 µM; 0.68% of 340,000 active; in the data active means growth rescue above about 28%, passing the limit was not always enough; inconclusive means no clear call, values can overlap the other calls;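 further: yeast W303a lacking pdr1 and pdr3 grown in galactose medium; growth measured after three days at 30 °C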
Anthrax LF inh2: blocks Bacillus anthracis lethal factor protease; P15917; multiplex microsphere protease cleavage assay, LF; 0.12% of 360,000 active; inhibition, % at 10 µM; further: plate controls were buffer without enzyme for full effect and enzyme alone for no effect
Target sequence (P15917 whole entry, looked up): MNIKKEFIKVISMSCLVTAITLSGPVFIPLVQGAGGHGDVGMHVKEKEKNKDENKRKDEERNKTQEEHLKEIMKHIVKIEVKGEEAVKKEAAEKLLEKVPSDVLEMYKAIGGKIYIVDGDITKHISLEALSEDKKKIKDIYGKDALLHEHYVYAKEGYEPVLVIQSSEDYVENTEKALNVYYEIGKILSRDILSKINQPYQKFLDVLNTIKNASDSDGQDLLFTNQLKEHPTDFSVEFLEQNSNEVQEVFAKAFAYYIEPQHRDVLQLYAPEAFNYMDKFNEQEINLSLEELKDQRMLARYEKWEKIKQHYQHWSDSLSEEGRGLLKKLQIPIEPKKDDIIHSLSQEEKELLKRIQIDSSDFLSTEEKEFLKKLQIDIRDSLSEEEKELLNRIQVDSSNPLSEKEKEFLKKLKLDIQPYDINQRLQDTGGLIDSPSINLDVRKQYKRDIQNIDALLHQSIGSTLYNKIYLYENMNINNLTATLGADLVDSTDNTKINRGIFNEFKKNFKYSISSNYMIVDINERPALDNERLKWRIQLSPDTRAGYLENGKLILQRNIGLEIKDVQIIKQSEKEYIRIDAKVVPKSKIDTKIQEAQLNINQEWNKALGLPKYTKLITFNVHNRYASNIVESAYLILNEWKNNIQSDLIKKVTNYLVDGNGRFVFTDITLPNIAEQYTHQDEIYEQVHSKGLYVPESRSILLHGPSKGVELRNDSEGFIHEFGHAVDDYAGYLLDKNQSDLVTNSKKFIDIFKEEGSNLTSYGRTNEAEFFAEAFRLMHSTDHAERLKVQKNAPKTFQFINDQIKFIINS
Yp Topo-I inh: Y. pestis Topo-I inhibition via cleavage products; 0.064% of 360,000 active; Y. pestis Topo-I cleavage product accumulation, plate reader; activity, % at 10 µM; in the data active means activity above about 50%, passing the limit was not always enough; inconclusive means no clear call, values can overlap the other calls; further: inactives centre near 2
CCHF vOTU inh: blocks the CCHF virus ovarian tumor domain protease. CCHFV vOTU protease, Pep-AMC fluorescence. inhibition, % at 11.5 µM. 0.55% of 370,000 active; in the data active means inhibition above about 30%; further: 0% = vehicle wells with enzyme and 100% = no enzyme wells
TcdB inh: TcdB glycohydrolase inhibition; AID 652162; TcdB glycohydrolase enzymatic assay, plate reader; P18177; 0.24% of 350,000 active; inhibition, % at 9.99 µM; in the data active means inhibition above about 10%
BoNT-A LC inh2: blocks Botulinum neurotoxin A light chain protease; multiplex microsphere protease substrate cleavage, flow cytometry; inhibition, % at 10 µM; 0.17% of 360,000 active; AID 588499; further: plate controls were buffer without enzyme for full effect and enzyme alone for no effect
PrPC TRFRET: reduces human prion protein on the cell surface. cell surface PrPC, TR-FRET read-out. inhibition, % at 13.8 µM. 0.43% of 370,000 active. AID 720596; in the data active means inhibition above about 24%; further: 0% = median of the test wells and 100% = reference compound wells
BoNT-F LC inh: BoNT F light chain protease inhibition | 0.22% of 360,000 active | inhibition, % at 10 µM | Multiplex microsphere protease cleavage assay, flow cytometry | AID 588497; in the data active means inhibition above about 35%, passing the limit was not always enough; inconclusive means no clear call, values can overlap the other calls; further: plate controls were buffer without enzyme for full effect and enzyme alone for no effect
Active calls of the source: *; ? = inconclusive; · = no result given. Unless noted, no stated cut-off is given here; in the data, active means inhibition above about 30%; inconclusive means no clear call, values can overlap the other calls; inactive means below that.

molecule	FadD28 FP inh	PfHsp40 rescue	Anthrax LF inh2	Yp Topo-I inh	CCHF vOTU inh	TcdB inh	BoNT-A LC inh2	PrPC TRFRET	BoNT-F LC inh
N#CCN1C(=O)C2CCCN2c2ccc(S(=O)(=O)N3CCOCC3)cc21 (stereo not drawn)	-5.1	0.7	-0.1	-1.5	-2.6	2.1	-0.3	-4.7	0.4
COc1cc([N+](=O)[O-])ccc1NC(=O)c1cccc(NC(=O)C(C)C)c1	-3.1	-0.1	0.2	-5.2	13.3	·	0.8	-4.9	-3.1
COc1ccc(Cn2nnnc2CN2CCCCCC2)cc1	-1.6	-0.3	-0.8	-1.1	15.4	-0.8	-0.2	5.5	-4.6
Cc1onc(-c2c(F)cccc2Cl)c1C(=O)Nc1ccc(S(=O)(=O)N2CCOCC2)cc1	-6.8	0.6	-6.3	4.1	5.0	0.3	0.2	2.5	-12.4
COc1ccc(NC(=O)CCNC(=O)N2CC(=O)Nc3ccccc32)c(OC)c1	-1.4	0.1	1.7	-9.8	1.9	1.3	-1.6	7.1	-3.6
Cc1noc(C)c1C(=O)Nc1ccc2ccccc2c1	-1.1	0.7	-3.8	3.7	-1.5	1.8	0.6	-3.5	-1.6
COc1ccc(-c2nn3c(-c4ccc(F)cc4)nnc3s2)cc1	-3.8	1.6	-1.7	-1.9	-0.8	·	-0.3	2.0	1.7
COC(=O)c1cc(NC(=O)C2CC2)cc(C(=O)OC)c1	-1.6	0.2	3.6	5.5	12.4	·	0.7	4.0	-0.4
O=C(N/N=C/c1c[nH]c2ccccc12)c1ccccc1Cl	4.5	0.2	8.8	-1.2	-2.9	2.6	3.1	-3.4	?
O=C(Cn1ccc2ccccc2c1=O)NCCC(=O)N1CCN(c2cccc(C(F)(F)F)c2)CC1	-5.1	0.5	-0.8	9.9	-0.7	·	0.5	6.0	-0.8
CCOC(=O)N1CCN(c2c(N3CCN(C(=O)OCC)CC3)c(=O)c2=O)CC1	-1.1	0.8	5.2	3.7	5.7	1.0	-0.1	7.5	-3.8
COc1cc(-n2c(C)nc3ncn(-c4ccccc4)c3c2=O)cc(OC)c1OC	-5.5	·	-10.8	1.2	-0.8	0.8	-0.1	-6.4	0.7
Cc1ccc(C)c(COC(=O)CCN=C2NS(=O)(=O)c3ccccc32)c1	-1.5	-0.7	-1.7	-2.3	-0.4	-0.8	1.5	-4.1	6.3
CC(=O)c1cccc(NC(=O)CSc2nc(N3CCOCC3)nc(N3CCOCC3)n2)c1	-1.1	0.3	1.9	-2.9	-3.5	-1.9	0.5	-10.1	-9.0
c1ccc(Cc2c(C3CCCCC3)nc3c4ccccc4ccn23)cc1	·	·	-5.5	·	10.0	0.0	0.5	-4.7	-6.5
N#Cc1c(N)n(C2OC(CO)C(O)C2O)c2ncnc(N)c12 (stereo not drawn)	-2.0	1.9	2.1	-2.0	-3.5	1.7	0.2	26.5*	1.0
O=C(Nc1ccccn1)c1ccc([N+](=O)[O-])o1	-3.8	-0.2	-0.4	2.0	·	·	0.5	·	-2.2
CCc1nc(SCC(=O)NCc2ccccc2)c2c(=O)n(C)c(=O)n(C)c2n1	-4.3	-1.1	-3.4	4.3	-3.3	-0.6	-0.6	11.5	-5.1
Cc1c(Cc2ccccc2)c(=O)oc2cc(OCC(N)=O)ccc12	-0.6	-0.2	-3.2	12.9	-15.8	0.1	-0.7	2.9	0.2
CO[C@H]1[C@@H](OC)CC(OC2OC(CO)C(O)C(O)C2O)/C(=C\C#N)[C@@H]1O (stereo partly drawn)	0.3	-0.6	0.2	24.2	9.6	0.8	-0.3	-1.8	-4.7
CC(C)CN(CC(C)C)C(=O)CC(=O)NC(=O)c1ccc(Cl)cc1	-2.5	0.0	-0.2	6.0	8.3	·	0.0	0.2	0.6
CCOC(=O)c1c(N)c2cc([N+](=O)[O-])cnc2n1C	-0.4	·	6.7	-8.7	-3.4	1.9	-0.7	-8.4	-7.2
COc1ccccc1N1CCN(C2CCCN(C(=O)c3ccoc3C)C2)CC1 (stereo not drawn)	-0.5	2.1	-5.0	1.1	10.6	0.8	-3.3	-4.3	-13.9
NC(=O)C1CCN(C(=O)c2ccc3nc(N4CCCCC4)sc3c2)CC1	-4.7	-0.7	-6.2	-0.4	-11.3	1.0	0.3	2.5	0.4
Cc1ccc(-n2cnnn2)c2cccnc12	-2.4	-1.2	-5.3	2.3	-4.3	·	-1.1	-1.3	-12.5
CCN(CC)S(=O)(=O)c1cccc(C(=O)Nc2cccc(C)c2)c1	-0.8	0.0	-5.9	-0.4	1.5	·	-0.6	10.5	3.5
Cc1cccc(C(=O)N2CCN(S(=O)(=O)N3CCCCCC3)CC2)c1	1.5	0.7	-3.3	8.2	7.8	1.7	0.8	3.4	1.4
CN(CCC#N)C(=O)c1cc2c(Cl)nc3ccccc3c2s1	-0.8	-1.6	1.0	-4.2	3.4	0.1	0.8	-0.6	5.3
CN1CCN(S(=O)(=O)c2ccc(SCCOc3ccc(Cl)cc3)nc2)CC1	-1.6	-0.2	-2.5	3.0	15.8	2.9	-2.9	-8.2	-8.6
Cc1ccc(S(=O)(=O)N2[C@@H](c3ccc(Cl)c(Cl)c3)C(C(=O)O)=C[C@H]2CC2CCCC2)cc1	-5.5	-1.4	-2.0	21.3	33.7*	1.0	-0.3	2.5	-1.2

Carrying on.
molecule	FadD28 FP inh	PfHsp40 rescue	Anthrax LF inh2	Yp Topo-I inh	CCHF vOTU inh	TcdB inh	BoNT-A LC inh2	PrPC TRFRET	BoNT-F LC inh
CCN1CCCC1Cn1cnc2c([nH]c3ccc(OC)cc32)c1=O (stereo not drawn)	-2.7	0.0	-1.9	1.7	-45.9	-0.4	-0.3	-6.0	-6.0
O=C(c1ccc(OC2CCN(Cc3ccccn3)CC2)cc1)N1CCCCO1	-4.3	0.2	-0.5	12.1	4.0	1.6	-0.4	-5.0	-2.1
O=C1c2ccccc2C(=O)N1CCSc1ncn[nH]1	-3.8	1.7	-1.9	2.3	2.1	·	-1.5	-2.6	?
Nc1nc(NS(=O)(=O)c2ccc(Cl)cc2)nn1-c1ccccc1	1.1	0.5	-4.3	3.9	6.5	0.3	-0.1	-2.1	6.9
O=C(Nc1ccon1)c1cccc(S(=O)(=O)N2CCCCCC2)c1	-5.9	-0.9	-0.2	4.0	-4.9	·	0.9	-1.8	7.8
Nc1c(C(=O)N2CCCCC2)sc2nc3c(cc12)CCCC3	-2.7	-0.8	9.0	5.2	3.0	4.1	-2.1	-16.5	-10.4
CC(C)CC(=O)NC(Nc1ccc([N+](=O)[O-])cc1)C(Cl)(Cl)Cl (stereo not drawn)	-3.8	0.2	-1.7	-2.4	-6.9	·	0.6	-0.1	4.0
COc1cc(C(=O)OCC(=O)NCc2ccc(F)cc2)ccc1OCC(C)C	-2.1	0.3	-2.9	5.8	-5.2	-0.5	0.3	-1.6	0.9
COCCNc1ccc(-c2nn(C)c(=O)c3ccccc23)cc1[N+](=O)[O-]	1.8	-0.5	6.8	12.4	-6.1	-0.5	-3.7	-6.8	?
Cc1cccc(-n2ccnc2CN2CCN(C(C)C)C(CCO)C2)c1 (stereo not drawn)	-4.9	-1.0	-6.2	8.6	8.5	-1.3	-3.4	-1.6	-10.8
COc1ccc(C(=O)COC(=O)c2c(-c3ccccc3)noc2C)c(OC)c1	-1.4	0.7	-2.9	-3.9	1.7	-0.1	1.8	-2.6	1.1
Cc1cc(-c2ccccc2)cc(-c2ccccc2)[n+]1C	-4.8	0.0	0.1	8.8	2.9	·	-1.2	10.7	-5.9
O=C(C1=C(O)C(=O)N(c2ncccn2)C1c1cccc(Cl)c1)c1ccco1 (stereo not drawn)	-4.0	-0.5	-4.2	1.2	-18.6	·	0.6	-4.2	-1.1
COc1ccc(-c2cc(=O)[nH][nH]2)cc1	-3.0	0.0	-3.1	-1.3	-2.8	·	0.5	-3.7	-2.9
COc1ccc(NC(=O)N2CCCC2C(=O)NC2CCCC2)cc1 (stereo not drawn)	·	-1.1	-2.0	0.2	-0.9	0.7	-1.3	4.3	13.4
O=C(COC(=O)c1ccccc1Br)NCCC1=CCCCC1	1.8	0.4	0.5	10.7	-0.7	1.2	2.0	-8.7	23.6
c1cncc(C2CCCCN2)c1 (stereo not drawn)	-2.5	-0.3	-1.4	0.4	7.4	-0.4	0.4	-5.3	0.4
Cc1ccc(C)c2c1CCCC2=O	0.0	·	7.8	2.9	-3.5	1.5	-0.3	-4.3	-5.0
Cc1cc(=O)[nH]c2cc(O)ccc12	-4.3	-1.0	3.7	0.4	-162.1	·	0.9	0.6	3.2
CSc1cccc(NC(=O)c2ccc(NC3=NC4CS(=O)(=O)CC4S3)cc2)c1 (stereo not drawn)	-2.9	2.0	-2.0	-5.9	-0.2	-0.1	-0.1	3.5	-7.5
CCOC(=O)C[C@H]1c2cc(F)ccc2S(=O)(=O)N1C(C)C	-1.8	-1.0	2.1	6.1	5.7	0.2	0.2	0.9	-6.3
O=C(N/N=C/c1c(O)n(CCc2ccc(F)cc2)c(=O)[nH]c1=O)c1ccncc1	-2.0	0.8	-4.2	2.9	0.7	-5.4	-0.8	-5.4	-4.9
NC(=O)c1ccc(-n2nnnc2SCC(=O)c2ccc(O)c(O)c2)cc1	-3.9	-0.2	-2.1	5.3	-2.7	-0.3	0.3	-1.1	-5.0
CCOC(=O)C1=C(N)OC2=C(C(=O)CCC2)C1c1cccs1 (stereo not drawn)	-5.5	-0.7	2.1	5.5	-11.8	·	-0.2	-0.1	-2.2
O=C(NCc1ccccn1)c1coc(=O)c(Br)c1	-0.6	-1.4	4.9	0.1	-26.3	·	-0.4	26.9*	-0.5
COc1ccc(Nc2oc(-c3ccccc3Cl)nc2C#N)cc1	-3.8	0.1	-10.7	4.1	-9.3	0.6	-0.5	6.1	-6.5
CCOC(=O)c1ccc(NC(=O)c2cccc3c2C(=O)N(CC2CCCO2)C3)cc1 (stereo not drawn)	-10.0	-0.3	-2.3	10.2	3.1	5.2	-0.3	8.6	-6.3
COc1ccc2c(CC(=O)OCC(=O)c3ccc(F)cc3)coc2c1	-1.7	-0.4	2.6	7.3	6.9	·	0.8	-2.9	12.8
CN(C)c1ccc(NC(=O)Nc2nc(C(N)C3CCCCC3)cs2)cc1 (stereo not drawn)	1.4	·	-15.8	-35.7	5.3	-2.6	-0.5	4.2	-27.9
Cc1cccc(C)c1OCc1cc(C(=O)NCC2CC2)no1	-0.4	0.7	-0.9	16.4	3.4	0.6	0.9	3.6	4.8

Part of the list above in another layout.
COc1ccc(-c2cc(=O)[nH][nH]2)cc1
  FadD28 FP inh = -3.0; PfHsp40 rescue = 0.0; Anthrax LF inh2 = -3.1; Yp Topo-I inh = -1.3; CCHF vOTU inh = -2.8; TcdB inh = ·; BoNT-A LC inh2 = 0.5; PrPC TRFRET = -3.7; BoNT-F LC inh = -2.9

COc1ccc(NC(=O)N2CCCC2C(=O)NC2CCCC2)cc1 (stereo not drawn)
  FadD28 FP inh = ·; PfHsp40 rescue = -1.1; Anthrax LF inh2 = -2.0; Yp Topo-I inh = 0.2; CCHF vOTU inh = -0.9; TcdB inh = 0.7; BoNT-A LC inh2 = -1.3; PrPC TRFRET = 4.3; BoNT-F LC inh = 13.4

O=C(COC(=O)c1ccccc1Br)NCCC1=CCCCC1
  FadD28 FP inh = 1.8; PfHsp40 rescue = 0.4; Anthrax LF inh2 = 0.5; Yp Topo-I inh = 10.7; CCHF vOTU inh = -0.7; TcdB inh = 1.2; BoNT-A LC inh2 = 2.0; PrPC TRFRET = -8.7; BoNT-F LC inh = 23.6

More structures:
molecule	FadD28 FP inh	PfHsp40 rescue	Anthrax LF inh2	Yp Topo-I inh	CCHF vOTU inh	TcdB inh	BoNT-A LC inh2	PrPC TRFRET	BoNT-F LC inh
NS(=O)(=O)c1ccc(CCNC(=S)Nc2ccc(S(N)(=O)=O)cc2)cc1	2.2	-1.9	-0.5	2.4	17.5	·	0.2	4.5	2.7
Cn1ncc(C#N)c1NC(=O)C1CC(c2ccc(Cl)c(Cl)c2)=NO1 (stereo not drawn)	-1.3	1.1	2.4	-3.6	6.8	·	1.0	1.4	4.7
COc1cccc(C(=O)NCCS(=O)(=O)N(C)Cc2ccccc2)c1	-3.2	0.8	6.3	8.4	-2.3	1.2	-2.0	3.9	-11.7
COc1cc(C(=O)NC2CCCCCCC2)cc(OC)c1OC	-1.5	0.9	·	-2.4	-12.1	0.5	·	-6.3	·
